Source: PubChem
bIAP activator = intestinal alkaline phosphatase (bovine) activation | purified bovine IAP, CDP-star luminescence, 30 min; hits give high values; fold of DMSO-control signal, blank-subtracted | activation factor at 20 µM | 200,000 compounds, 0.17% hits;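 active = activation factor of 2 or more at 20 µM, a signal rise over negative controls twice the positive control's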
FLuc inhib CS = counter-screen for luciferase assay inhibitors: firefly luciferase inhibition; P08659; 200,000 compounds, 1.5% hits; inhibition, % at 10 µM; ATPLite firefly luciferase biochemical luminescence, 10 min; AID 1006;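 active = inhibition above about 50% when tested at 10 µM, limit read from the data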
NF-kB neuron act = compounds increasing NF-kB expression in human neuronal cells; NF-kB reporter expression; hits give high values; fold change at 12.5 µM; 190,000 compounds, 1.6% hits; in the data active = fold change above about 3.3
PMI activator = activators of human phosphomannose isomerase | purified human PMI, coupled resazurin fluorescence, 20 min; hits give high values; 1 = vehicle control, 0 substrate-free wells | activation factor at 20 µM | 190,000 compounds, 0.005% hits;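 active = activation factor of 2 or more at 20 µM, relative to plate controls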
Target sequence (P34949 whole entry, looked up): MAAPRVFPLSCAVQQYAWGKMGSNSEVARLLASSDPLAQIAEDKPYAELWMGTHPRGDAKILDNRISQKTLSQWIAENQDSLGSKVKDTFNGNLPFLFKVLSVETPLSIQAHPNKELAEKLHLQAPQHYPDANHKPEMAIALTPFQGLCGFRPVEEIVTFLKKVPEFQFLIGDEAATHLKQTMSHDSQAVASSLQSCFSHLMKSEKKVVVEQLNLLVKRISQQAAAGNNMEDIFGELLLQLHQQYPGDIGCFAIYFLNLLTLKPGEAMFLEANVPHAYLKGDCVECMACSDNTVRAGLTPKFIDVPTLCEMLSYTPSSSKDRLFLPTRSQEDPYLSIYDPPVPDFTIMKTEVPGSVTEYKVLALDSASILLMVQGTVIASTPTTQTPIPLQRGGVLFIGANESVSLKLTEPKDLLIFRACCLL
TNAP inh hi DEA = blocks human TNAP under high phosphate acceptor concentration | inhibition, % at 20 µM | purified TNAP, CDP-star luminescence, 1 M DEA | 200,000 compounds, 0.03% hits | P05186;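 active = over 50% inhibition of tissue-nonspecific alkaline phosphatase at 20 µM in the single-dose screen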;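 note: plate controls were DMSO wells for no effect and EDTA-quenched wells as full inhibition for full effect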
Target sequence (P05186 whole entry, looked up): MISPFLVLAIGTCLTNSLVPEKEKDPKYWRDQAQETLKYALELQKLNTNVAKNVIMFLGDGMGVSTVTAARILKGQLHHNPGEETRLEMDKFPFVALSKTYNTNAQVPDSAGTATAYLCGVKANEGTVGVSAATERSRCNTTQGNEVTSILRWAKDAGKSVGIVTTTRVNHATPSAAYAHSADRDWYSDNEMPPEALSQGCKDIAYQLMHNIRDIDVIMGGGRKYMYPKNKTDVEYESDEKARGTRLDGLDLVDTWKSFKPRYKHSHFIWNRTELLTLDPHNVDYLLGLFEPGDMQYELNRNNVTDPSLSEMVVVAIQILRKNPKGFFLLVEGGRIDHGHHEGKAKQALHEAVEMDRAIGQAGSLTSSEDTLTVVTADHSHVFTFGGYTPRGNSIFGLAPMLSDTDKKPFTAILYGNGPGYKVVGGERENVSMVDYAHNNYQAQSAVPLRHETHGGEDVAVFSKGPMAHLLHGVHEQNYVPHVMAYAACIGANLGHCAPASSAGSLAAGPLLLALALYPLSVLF
TNAP act hi DEA = TNAP (human) activation, high acceptor; activation factor at 20 µM; 200,000 tested, under 10 active; P05186; purified TNAP, CDP-star luminescence, 1 M DEA, 30 min; hits give high values; 0 = EDTA background, 1 = DMSO-only activity; AID 1136;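 active = activation factor at least 2 at 20 µM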
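Measured by: Luminescent substrate turnover signal | Test system: Human TNAP | Input: TNAP 1/800 final | Dosing: 20 µM single point | Schedule: 30 min, room temperature | Controls: EDTA wells as negative control, DMSO wells as positive control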
FLuc stim CS = firefly luciferase counter-screen for stimulation assays; activation factor at 10 µM; ATPlite luciferase biochemical, luminescence, 10 min; 0 = ATP-free wells, 1 = DMSO control; 200,000 tested, under 10 active;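 active = luciferase activation factor, scaled between plate controls, of at least 2 with compound at 10 µM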
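Assay system: Luciferase/luciferin detection reagent, cell-free biochemical luciferase assay / Also added: ATP substrate / Schedule: 10 min at ambient temperature / Measured by: luminescence measurement of luciferase light output / Benchmarks: low control with PBS replacing ATP, high control enzyme plus ATP without compound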
PMI act hi M6P = increases human PMI activity with near-saturating mannose 6-phosphate; AID 1216; activation factor at 20 µM; P34949; 190,000 compounds, 0.34% hits; coupled PMI enzyme assay, resazurin fluorescence, 20 min; hits give high values; 1 = untreated enzyme, 0 = substrate-free blank;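 active = activation factor of 2 or more at 20 µM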
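Test system: human phosphomannose isomerase with PGI, G6PDH, diaphorase coupling enzymes; amount: 15 ng/mL PMI; incubation: enzyme reaction with compound 20 min at room temperature; technique: resorufin fluorescence (Ex 544/Em 590 nm) from resazurin via diaphorase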
APP 5'UTR act = APP 5'UTR luciferase reporter activation; 190,000 compounds, 1% hits; activation, % at 2 µM; SH-SY5Y APP 5'UTR luciferase reporter, luminescence; zero percent = DMSO vehicle wells;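 active = activation above a set limit, based on mean plus 3 SD of controls, cut at about 140% in these data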; note: values of inactives mirror those of a sister screen read the other way
TNAP inh noacc = blocks human TNAP activity with no phosphate acceptor present; inhibition, % at 20 µM; AID 1012; P05186; purified TNAP, CDP-star luminescence, 30 min; 200,000 compounds, 0.26% hits;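 active = tissue-nonspecific alkaline phosphatase inhibition above about 50% at 20 µM in the single-dose screen, limit read from the data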;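 note: 0% = DMSO negative control and 100% = EDTA positive control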
Numbers without * were called inactive; x = not tested or not shown.

entry	SMILES	bIAP activator	FLuc inhib CS	NF-kB neuron act	PMI activator	TNAP inh hi DEA	TNAP act hi DEA	FLuc stim CS	PMI act hi M6P	APP 5'UTR act	TNAP inh noacc
1	O=C1c2ccc(Oc3cccc([N+](=O)[O-])c3)cc2C(=O)N1c1ccccn1	1.2	0	1.1	1.2	-4	1	1	1.1	-5	-14
2	O=C(CSc1ncnc2ccccc12)Nc1ccc(N2CCOCC2)cc1	0.9	-7	1.2	1	-9	1.1	1.1	0.9	4	-6
3	C#CCOCCOCCOCCNc1nc(N2CCOCC2)nc(N2CCN(C(=O)[C@H]([C@@H](C)CC)n3cc(CCCN=C(N)N)nn3)CC2)n1	0.9	-4	1	1.2	-3	1	1	1.1	6	-6
4	COc1nc(N(C)C)nc(-n2nnc(C(C)=O)c2C)n1	0.9	-2	1.2	1	-3	1	1	1	6	-11
5	CC(C)CCNC(=O)NC(=O)CSc1nnc(COc2ccccc2Cl)o1	0.8	-4	0.9	0.8	-4	1	1	0.8	2	-10
6	CN1C(=O)c2c(sc3c2CCCC3)NC1c1ccccc1O (stereo not drawn)	1	-4	1	1	-3	1	1	1.2	27	-15
7	FC(F)(F)c1cccc(NC(=S)NCc2ccccn2)c1	1.1	-6	1	0.9	-5	1.1	1.1	0.9	0	-4
8	COc1ccccc1NC(=O)N1CCCC1C(=O)Nc1ccc(NC(C)=O)cc1 (stereo not drawn)	1	-7	1.3	1	-5	1.1	1.1	1	-4	-6
9	COc1ccccc1CCNC(=O)c1cc(-c2ccccn2)nc2ccc(Br)cc12	1.1	-1	1.2	1.1	-4	1	1	1.1	15	-2
10	Cc1cnn(-c2cc(N/N=C/c3ccccc3)ncn2)c1	1	22	1.3	1	-3	1	0.8	1.1	x	-5
11	O=C(NC1CC1)c1ccc(S(=O)(=O)NCC2CCCCC2)cc1	0.7	-7	1.4	1.1	-2	1	1.1	1	6	-4
12	COc1cccc(CNC(=O)CCC2CCCN(C(=O)c3ccc(C)nc3)C2)c1 (stereo not drawn)	1	-7	1.2	1	-5	1.1	1.1	1	3	-13
13	Cc1cc(=O)n2[nH]cc(C(=O)O)c2n1	0.9	-6	0.98	1.1	-7	1.1	1.1	1.1	2	-8
14	CCOC(=O)Cc1csc(NC(=O)CSc2nc(N)c3c(C)c(C)sc3n2)n1	1	-2	1.4	0.9	-3	1	1	0.9	-9	-8
15	O=C(/C=C/c1ccccc1)NC(N1CCOCC1)C(Cl)(Cl)Cl (stereo not drawn)	1	-5	1.1	1	-6	1.1	1	1.1	19	-4
16	O=C(CCN1c2ccccc2Sc2ccccc21)Oc1ccccc1	0.6	-18	1.1	0.9	-3	1	1.2	0.9	13	4
17	COc1ccc(-c2cc(C(F)F)n3ncc(C(=O)N4CCc5ccccc5C4)c3n2)cc1	1	-9	0.54	0.8	-5	1.1	1.1	0.8	-8	3
18	CCC(C)C(=O)Nc1nnc(SCC(=O)NC(C)(C)C)s1 (stereo not drawn)	1.2	-5	1	1.2	-4	1	1	1.1	1	-8
19	O=C(CSCc1ccc([N+](=O)[O-])cc1)N/N=C/c1ccncc1	1	-5	0.79	1	0	1	1	1	8	-8
20	CS(=O)(=O)Nc1nnc(Cc2ccccc2)s1	1.1	-2	0.97	1	-2	1	1	0.9	13	-4
21	Cc1nn(CC(=O)Nc2ccc3c(c2)nc(CN2CCCCC2)n3C)c(=O)c2ccccc12	1	-3	1.1	0.8	0	1	1	0.9	-6	-3
22	CC(OC(=O)c1ccc(NS(=O)(=O)c2ccc3[nH]c(=O)[nH]c3c2)cc1)C(=O)Nc1ccc(Cl)cc1 (stereo not drawn)	1	-2	1.2	1	-2	1	1	1	0	-13
23	Cc1ccccc1-c1cc(-c2ccccc2O)on1	0.8	36	9.7*	0.9	0	1	0.6	0.9	197*	-3
24	Cc1ccc(OCCC(=O)NCCc2ccc(S(N)(=O)=O)cc2)cc1	0.9	0	0.98	0.9	0	1	1	1	2	-7

The closing four records of the part before open the next one:
entry	SMILES	bIAP activator	FLuc inhib CS	NF-kB neuron act	PMI activator	TNAP inh hi DEA	TNAP act hi DEA	FLuc stim CS	PMI act hi M6P	APP 5'UTR act	TNAP inh noacc
21	Cc1nn(CC(=O)Nc2ccc3c(c2)nc(CN2CCCCC2)n3C)c(=O)c2ccccc12	1	-3	1.1	0.8	0	1	1	0.9	-6	-3
22	CC(OC(=O)c1ccc(NS(=O)(=O)c2ccc3[nH]c(=O)[nH]c3c2)cc1)C(=O)Nc1ccc(Cl)cc1 (stereo not drawn)	1	-2	1.2	1	-2	1	1	1	0	-13
23	Cc1ccccc1-c1cc(-c2ccccc2O)on1	0.8	36	9.7*	0.9	0	1	0.6	0.9	197*	-3
24	Cc1ccc(OCCC(=O)NCCc2ccc(S(N)(=O)=O)cc2)cc1	0.9	0	0.98	0.9	0	1	1	1	2	-7
25	CC(C)NC(=O)CSCc1cccc(Br)c1	1	-3	1.2	1	-6	1.1	1	1	15	-22
26	COc1ccc(C(=O)C(C)Oc2cccc(NC(=O)c3cccc([N+](=O)[O-])c3)c2)cc1 (stereo not drawn)	0.9	0	1.2	0.9	-2	1	1	0.8	-13	-3
27	Cc1ccc(OCC(=O)Nc2ccc3c(c2)OCO3)c([N+](=O)[O-])n1	0.9	46	2.8	1.1	-7	1.1	0.5	1	19	-3
28	CCN(CC)S(=O)(=O)c1cc(NC(=O)C(C)OC(=O)c2[nH]c(C)c(C(C)=O)c2C)ccc1C (stereo not drawn)	0.9	0	0.59	0.8	-2	1	1	0.8	0	-10
29	O=C(Nc1ccc(NC(=O)C2CCCN2C(=O)OCc2ccccc2)cc1)c1ccco1 (stereo not drawn)	1	7	0.87	1	-9	1.1	0.9	1.1	-15	-2
30	C/C(=N\N1CCN(C2c3ccccc3-c3ccccc32)CC1)c1cccnc1	1.1	-4	0.99	0.9	-2	1	1	1	19	-6
31	O=C(c1cc2ccccc2c(=O)o1)N1CCc2ccccc2C1	1	-1	1.4	1	2	1	1	1	-7	-5
32	N#CCc1c(C#N)c(N)nc(N2CCCC(CO)C2)c1C#N (stereo not drawn)	1.1	-6	1.1	0.9	-3	1	1.1	0.6	-4	-12
33	O=C(NCc1ccco1)c1ccc(S(=O)(=O)N2CCOCC2)cc1	1	-9	0.93	1.1	-2	1	1.1	1	4	0
34	CNC(=S)N/N=C/c1c(C)nn(-c2ccccc2)c1Cl	0.9	3	1.2	1	-4	1	1	1.1	-1	-7
35	O=C(Nc1ccccc1)N(CCCN1CCOCC1)Cc1ccccc1F	1	-4	1.1	1	-4	1	1	0.9	-21	-9
36	Cc1cccc(N(C(=O)c2ccc(CN3CCOCC3)o2)C(C(=O)NC(C)(C)C)c2ccc(F)cc2)c1 (stereo not drawn)	1	-7	1	1	-4	1	1.1	1	4	-6
37	CC1CCN(c2ccc(/C=N\Nc3nncn3N)cc2[N+](=O)[O-])CC1	0.8	6	1.3	0.9	4	1	0.9	0.6	-4	-20
38	Cc1cc2oc(=O)cc(CN3CCC(C)CC3)c2c(C)c1Cl	0.9	-3	1.5	1	-4	1	1	0.9	11	4
39	COC(=O)c1ccc(NC(=O)Cn2nnc(-c3cccs3)n2)cc1	1.2	0	1.1	1.1	-5	1.1	1	1.1	-3	-22
40	O=C(Nc1nc(=O)n(C(=O)C2CC2)s1)c1ccccc1	0.9	2	0.88	1.1	-2	1	1	1.1	2	-7
41	Fc1ccc(-c2nc3ccccc3c3nc4ccccc4n23)cc1	1	1	1	0.9	-5	1.1	1	1	-5	-6
42	COC(=O)c1ccc(NC(=O)Cc2ccccc2)cc1	0.9	18	2.1	0.9	-1	1	0.8	1	38	-10
43	O=C(c1ccccc1)N1CCCCC(Sc2nnnn2-c2ccccc2)C1=O (stereo not drawn)	0.8	-4	1.2	1	-1	1	1	1.1	8	-8
44	CC1(C)CC(=O)C(C2NCCc3ccccc32)=C(O)C1 (stereo not drawn)	0.9	-2	0.93	1.1	-4	1	1	1.1	1	-12
45	C=C(C)C(=O)Nc1ccc(OC(F)(F)C(F)F)c(NC(=O)C(=C)C)c1	1	0	0.95	1	3	1	1	1.1	0	-6
46	COc1ccc(S(=O)(=O)N2CCCCCC2)cc1N(C)S(=O)(=O)c1ccc(C)cc1	0.8	-1	0.54	0.9	4	1	1	0.9	2	-8
47	Cc1ccccc1OCCCSc1nc2ccccc2[nH]1	1	-3	1.2	0.9	-4	1	1	1	11	-52
48	Cc1nc(SCC(N)=O)[nH]c(=O)c1Cc1ccc(OC(C)C)cc1	1	-1	1.1	0.9	-3	1	1	1	7	-8
49	CC(=Nc1ccccc1)C1=C(O)COC1=O	0.9	-5	1.2	0.9	-6	1.1	1.1	1.2	5	-10
50	Cn1c(=O)n(C)c2cc(/C=N/NC(=O)c3ccncc3)ccc21	0.9	-2	1	1.1	3	1	1	1.1	18	-6
51	COCCCNC(=O)CSc1ccc(Cl)cc1	1	-2	1.2	1	-1	1	1	1	13	-11
52	C=CCn1c(NC(=O)c2ccc(Br)o2)c(S(=O)(=O)c2ccccc2)c2nc3ccccc3nc21	1.1	-5	0.85	0.8	-8	1.1	1	0.5	-4	-12
53	CC(C)n1nnnc1-c1cccc(Cl)c1	0.9	-3	1	0.9	-3	1	1	0.9	5	-12

The order is random; overall some 3.6% were active at least once.
